Casp6 inh = human caspase-6 inhibitors, primary screen, biochemical, VEID-R110 fluorescence, single point, set 2 | P55212 | purified caspase-6, Z-VEID-R110 cleavage fluorescence | inhibition, % at 12.5 µM | hit rate 0.53% among 350,000 | AID 686996, 2013;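 active means mean inhibition across replicates at least about 35%, with every replicate also reaching that limit, limit read from the data; inconclusive means only one of the two criteria met; inactive means neither criterion met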;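 further: 0% = median of neutral control wells and 100% = no fluorescence left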
Target sequence (P55212 24-179 limits assumed): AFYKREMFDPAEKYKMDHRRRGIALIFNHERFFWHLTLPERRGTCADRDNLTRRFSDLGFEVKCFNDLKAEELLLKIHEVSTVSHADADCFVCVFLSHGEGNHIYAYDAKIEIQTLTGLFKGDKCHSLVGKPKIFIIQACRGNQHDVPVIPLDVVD
Target sequence (P55212 194-293 limits assumed): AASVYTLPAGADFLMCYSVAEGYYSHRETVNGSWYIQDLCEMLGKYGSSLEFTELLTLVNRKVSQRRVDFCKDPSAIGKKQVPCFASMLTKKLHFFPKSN
CFTR F508del cor = F508del CFTR correction, initial screen, CFBE line, single point | CFBE cells, YFP halide quenching; stimulated with forskolin plus potentiator P3; % fluorescence drop versus neutral controls | activity (quench increase), % at 7.58 µM | hit rate 0.36% among 350,000 | AID 720511, 2013;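 active means mean added fluorescence quench of at least 8% versus neutral control, with both replicates also reaching 8%; inconclusive means only one of the mean or replicate conditions met; inactive means mean below 8% and not both replicates reaching 8%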;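 further: cells transiently co-express mutant CFTR-F508del with the halide-sensitive YFP; corrector assay measuring rescue of mutant channel to the surface after 24 h compound exposure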
SIRT5 inh = SIRT5 desuccinylase inhibitors, primary screen, biochemical, fluorescence imaging, single point, set 5; NAD-dependent protein deacylase sirtuin-5, mitochondrial (Homo sapiens), Q9NXA8; Purified SirT5, succinyl-peptide AMC, trypsin-coupled fluorescence; inhibition, % at 15 µM; hit rate 1.1% among 330,000; AID 652115, 2013; in the data active means inhibition above about 15%; inconclusive means no clear call, values can overlap the other calls
Target sequence (Q9NXA8 whole entry, looked up): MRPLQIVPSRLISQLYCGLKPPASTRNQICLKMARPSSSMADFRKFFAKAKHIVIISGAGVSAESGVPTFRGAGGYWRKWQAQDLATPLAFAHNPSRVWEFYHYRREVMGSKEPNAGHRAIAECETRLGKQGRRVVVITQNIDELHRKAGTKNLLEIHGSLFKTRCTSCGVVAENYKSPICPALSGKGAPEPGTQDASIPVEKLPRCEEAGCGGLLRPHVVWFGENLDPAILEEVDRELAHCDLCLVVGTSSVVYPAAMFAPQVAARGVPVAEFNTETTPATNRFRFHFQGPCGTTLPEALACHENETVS
DENV2 CPE rescue = inhibitors of DENV2 cytopathic effect, primary screen, cell-based, plate reader, single concentration; CPE inhibition, % at 9.99 µM; hit rate 1.7% among 350,000; DENV2-infected cells, cytopathic effect rescue; in the data active means CPE inhibition above about 20%, passing the limit was not always enough; inconclusive means no clear call, values can overlap the other calls; tested in BHK-21 cells;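 further: 0% = median of neutral control wells and 100% = median of positive control wells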
miR-122 sensor = miR-122 Renilla sensor signal increase in Huh7, primary screen, miR-122 inhibitor project, cell-based, single point, plate reader | hit rate 0.3% among 340,000 | activation (reporter increase), % at 12.5 µM | AID 602342, 2012 | Huh7 miR-122 Renilla luciferase sensor, 48 h; neutral wells = 0, positive control = 100;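 active means mean replicate activation score at least 90 and every replicate individually at or above 90; inconclusive means only one of the two criteria met; inactive means neither criterion met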;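 further: higher luciferase means less miR-122 activity so hits act as miR-122 inhibitors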
ERAP1 HTS inh = human ERAP1 aminopeptidase inhibitors, primary screen, biochemical, single point, plate reader. inhibition, % at 10.7 µM. hit rate 0.15% among 340,000. recombinant ERAP1, Leu-AMC fluorescence, 60 min. Endoplasmic reticulum aminopeptidase 1 (Homo sapiens), Q9NZ08;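 active means mean replicate inhibition of at least 30%, or all replicates individually reaching that 30% level; inactive means mean below 30% and not every replicate reaching it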;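 further: 0% = neutral control wells and 100% = L-leucinethiol positive control wells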
ERp5 block = inhibitors of ERp5-driven insulin aggregation, primary screen, biochemical, turbidity, absorbance 650 nm, single point. Protein disulfide-isomerase A6 (Homo sapiens), Q15084. 90 min. inhibition, % at 9.99 µM. hit rate 0.05% among 350,000;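 active means mean replicate inhibition above about 25%, with every replicate also reaching it, limit read from the data, passing the limit was not always enough; inconclusive means only one of those two criteria met; inactive means neither criterion met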
Target sequence (Q15084 whole entry, looked up): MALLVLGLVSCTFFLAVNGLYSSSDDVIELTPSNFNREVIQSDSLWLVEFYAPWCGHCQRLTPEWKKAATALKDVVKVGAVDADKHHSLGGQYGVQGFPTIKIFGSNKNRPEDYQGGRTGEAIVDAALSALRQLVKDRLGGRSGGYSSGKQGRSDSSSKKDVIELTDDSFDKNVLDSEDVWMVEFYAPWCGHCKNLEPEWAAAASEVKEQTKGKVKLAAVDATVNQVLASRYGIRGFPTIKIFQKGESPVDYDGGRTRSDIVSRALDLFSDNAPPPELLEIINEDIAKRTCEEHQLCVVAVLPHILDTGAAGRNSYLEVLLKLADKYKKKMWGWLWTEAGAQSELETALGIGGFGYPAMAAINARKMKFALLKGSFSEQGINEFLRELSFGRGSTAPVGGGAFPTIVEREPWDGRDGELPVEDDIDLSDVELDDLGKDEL
The depositor's hits bear a star; ? = inconclusive; · = no result given; [ ] = remark or other dose.

entry	SMILES	Casp6 inh	CFTR F508del cor	SIRT5 inh	DENV2 CPE rescue	miR-122 sensor	ERAP1 HTS inh	ERp5 block
1	CCOC(=O)c1c(CC(C)C)csc1NC(=O)COC(=O)C1=NNC(=O)CC1	1	0.6	1	1	·	0	-6
2	COc1ccc(NC(=O)C2CCC(=O)N2S(=O)(=O)c2ccc(C)cc2)cc1Cl (configuration not stated)	1	-0.2	-7	-4	·	-2	-1
3	C/C(=N\NC(=O)c1ccc2c(c1)OCCO2)c1ccccc1	6	1.0	1	-9	-3	2	4
4	O=C(Nc1nc2ccccc2s1)c1cccc(N2C(=O)CCC2=O)c1	14	4.5	-2	8	-1	-2	3
5	Cc1ccc([C@H]2N[C@]3(CCCN(Cc4ccc(Br)cc4)C3=O)[C@H]3C(=O)N(Cc4ccccc4)C(=O)[C@@H]23)cc1	0	-1.3	-4	-4	-10	6	-5
6	O=C(CN1C(=O)NC2(CCCC2)C1=O)NNC(=O)c1ccc(Br)cc1	-1	-1.2	6	4	-3	-1	5
7	COc1cccc(/C=C/C(=O)OCC(=O)NC(=O)NC2CCCC2)c1	5	0.0	-5	6	7	0	-6
8	COc1ccc(C2(C(=O)Nc3ccc(C)cc3)CCOCC2)cc1	1	1.9	1	2	·	7	0
9	COc1cc(NC(=O)/C=C/c2ccccc2)c(C(=O)O)cc1OC	2	-0.1	-3	-4	-2	2	-3
10	CCNC(=O)NC(=O)CSc1ccc(S(=O)(=O)N(C)C2CCCCC2)cn1	-1	-0.7	-5	-2	-7	0	1
11	O=C(Nc1nnc(-c2cccnc2)o1)c1cccc(Cl)c1	-6	-3.6	6	11	15	-8	4
12	O=C(Cc1ccc(F)cc1)N[C@@H]1c2ccccc2CC[C@H]1OCc1ccccc1	-1	3.0	-3	-12	-6	-2	-6
13	O=C(C[C@H]1C=C[C@H](NS(=O)(=O)c2ccccc2F)[C@@H](CO)O1)NCCCN1CCOCC1	2	-0.9	-3	0	·	3	0
14	COc1ccc(CCNC(=O)CSc2ccc3nnc(CCNC(=O)c4ccccc4)n3n2)cc1OC	1	2.2	-2	?	·	-3	3
15	C[C@H]1CN([C@@H](C)CO)C(=O)Cc2cc(NC(=O)CCN3CCOCC3)ccc2O[C@@H]1CN(C)Cc1ccc2c(c1)OCO2	0	2.5	·	-2	2[16.7 µM]	1	-1
16	O=C1C2C(c3ccccc3)CC=CC2[C@H](c2ccoc2)N1Cc1ccccc1 (some centres not stated)	0	-1.3	·	-17	·	-4	5
17	CC(C)c1ccccc1-n1c(-c2cccnc2)n[nH]c1=S	-1	-0.8	·	-7	·	7	3
18	COc1ccc(S(=O)(=O)N(C)C[C@@H]2Oc3ccc(NC(=O)CCN4CCOCC4)cc3C(=O)N([C@@H](C)CO)C[C@H]2C)cc1	0	0.4	·	12	-2[16.7 µM]	0	2
19	Cc1noc(C)c1S(=O)(=O)N(C)C[C@@H]1OCCCC[C@@H](C)Oc2ccc(NS(=O)(=O)c3cccs3)cc2C(=O)N([C@H](C)CO)C[C@H]1C	2	0.5	5	-17	-5[16.7 µM]	12	1
20	CC(C)NC(=O)NCC[C@H]1CC[C@@H](NC(=O)CN(C)C)[C@@H](CO)O1	-1	0.1	7	-5	19[16.7 µM]	0	-1
21	Cc1ccccc1NC(=O)c1[nH]cnc1C(=O)NN	-3	-0.9	4	0	2	-2	-1
22	Cc1cccc(C)c1NC(=O)N1C2CCC1CC(O)(c1cccnc1)C2 (configuration not stated)	0	-1.2	1	2	-2	0	-2
23	COc1cc(NC(=O)Cn2cnc(S(=O)(=O)N3CCC(C)CC3)c2)cc(OC)c1OC	1	0.6	-1	?	1	5	-7
24	CCN(CC)c1ccc(NC(=O)C2CCCN(S(=O)(=O)c3cccnc3)C2)c(C)c1 (configuration not stated)	2	-4.0	·	-4	0	·	2
25	CC1(C)CC(=O)C(C(c2cccc([N+](=O)[O-])c2)C2C(=O)CC(C)(C)CC2=O)C(=O)C1	-1	·	-1	-5	-14	2	-1
26	COCCNc1cc(NCCOC)c([N+](=O)[O-])cc1[N+](=O)[O-]	0	3.6	-1	0	-9	4	5
27	COc1ccc(CN2C(=O)C(C)Nc3ncnc(N4CCOCC4)c32)cc1 (configuration not stated)	1	-2.6	-1	9	6	1	4
28	COc1cccc(-n2c(=O)n(Cc3ccccc3)c(=O)c3[nH]cnc32)c1C	4	-0.8	-3	9	8	·	1
29	CCCC1NC(=O)c2cccnc2-n2c1nc1ccccc1c2=O (configuration not stated)	-3	1.4	-5	0	-2	4	2
30	Cc1cc(Br)cn2c(Cc3ccccc3C(F)(F)F)c(-c3cccc(Cl)c3)nc12	2	0.7	-4	3	·	-4	2
31	OC[C@@H]1CN(Cc2ccc(Cl)cc2)C[C@H](n2cnc3c(NC4CCCC4)ncnc32)O1	7	3.6	·	0	-3	23	1
32	CO[C@@H]1CN(C)C(=O)c2cc(NC(=O)c3ccccc3F)ccc2OC[C@@H](C)N(CC2CCOCC2)C[C@H]1C	0	-0.5	-9	-2	·	0	2
33	Cc1ccc(CNC(=O)COC(=O)c2cncc(Br)c2)cc1	3	1.1	-1	0	-5	4	2
34	Cc1ccc2c(Cl)cc(Cl)c(OCC(=O)Nc3cccc(S(N)(=O)=O)c3)c2n1	-2	·	-3	1	·	1	-2
35	CCOc1ccc(Cl)cc1CNc1nnnn1C	-1	1.0	-1	1	-16	-1	4
36	CCN(CC(=O)Nc1c(F)cccc1F)C(=O)c1ccc(N2CCOCC2)c([N+](=O)[O-])c1	2	-2.0	-1	-3	·	1	0
37	COc1ccccc1N1CCN(C(=O)c2cccc(C(=O)N3CCN(c4ccccc4OC)CC3)c2)CC1	1	-5.9	1	-1	1	-2	2
38	CCC1CN(C(=O)N2CCC(C(=O)NCc3ccc(C)o3)CC2)c2cc(C)ccc2O1 (configuration not stated)	1	1.6	-3	8	-7	-2	-5
39	C[C@H]1CN([C@@H](C)CO)C(=O)c2cc(-c3ccc(F)cc3)cnc2O[C@@H]1CN(C)C(=O)c1cccnc1	0	-2.6	-1	12	-2[16.7 µM]	-1	4
40	COc1ccccc1/C=C/c1nc(S(=O)(=O)c2ccccc2)c(N(C)C)o1	4	-1.2	0	5	-3	3	2
41	COc1ccc(NC(=O)Cn2nnc(C(=O)NCCc3ccccc3)c2N)c(OC)c1	0	-0.1	-5	?	7	-4	4
42	CN(C)C(=O)C[C@@H]1C[C@@H]2c3cc(NC(=O)Nc4ccc(F)cc4)ccc3O[C@@H]2[C@H](CO)O1	3	-0.9	0	2	1[16.7 µM]	1	3
43	Cc1cc(C(=O)Nc2ccc(Cl)cc2)c(C)n1-c1ccccc1	-1	0.4	-1	-5	17	·	-2
44	CCOC(=O)c1[nH]cnc1C(=O)N[C@@H](C)c1ccccc1	-1	1.0	·	6	12	-2	3
45	CN(CC(=O)Nc1ccc(Cl)cc1)C(=O)c1ccc(COc2ccccc2)cc1	-3	0.5	-1	4	-2	3	4
46	O=C(Nc1sc2c(c1C(=O)O)CCCCC2)c1cccs1	2	-3.0	3	0	·	7	0
47	COc1ccc(CN(C)C[C@@H]2Oc3ccc(NS(C)(=O)=O)cc3CC(=O)N([C@H](C)CO)C[C@H]2C)cc1	-2	-1.9	0	-4	1[16.7 µM]	7	1
48	Cc1noc(C)c1S(=O)(=O)Nc1cccc2c1O[C@H](CN(C)C(=O)Nc1ccc(C(F)(F)F)cc1)[C@H](C)CN([C@@H](C)CO)C2=O	-3	-1.4	0	0	-3[16.7 µM]	2	63*
49	COc1cc(/C=N/N=C2/SCC(=O)N2c2ccc(O)cc2)ccc1O	-4	·	3	5	2	12	4
50	OC(c1ccccc1)(c1ccccc1)C1CCN(CCCOc2cccc(OC(F)(F)F)c2)CC1	2	3.9	3	?	·	1	4
51	CS(=O)(=O)N1N=C(c2ccc3nccnc3c2)CC1c1ccccc1 (configuration not stated)	0	-4.2	-12	9	9	-3	3
52	COc1ccccc1NC(=O)CNC(=O)c1ccc([N+](=O)[O-])cc1	6	-0.1	·	-1	4	-4	-2
53	COCc1c(C(=O)N2CCN(S(=O)(=O)c3ccccc3Cl)CC2)oc2ccccc12	-1	-4.1	0	-5	2	1	12
54	COc1ccc(N)cc1S(=O)(=O)Nc1ccccc1Cl	3	1.2	0	-2	4	-1	2
55	COc1ccc2c(C)cc(SCC(=O)Nc3ncc(Cl)cc3Cl)nc2c1	-1	·	1	0	·	1	1
56	O=C(NCCc1ccccc1)C(=O)N/N=C/c1ccccc1C(F)(F)F	-2	-0.1	-5	-5	-4	2	-3
57	N=C1/C(=C/c2ccco2)C(=O)N=C2SC(CC(=O)N3CCCC3)=NN12	51*	-0.5	20*	6	-2	0	5
58	O=C(CN(C(=O)c1csnn1)c1cccc(Cl)c1)NCCc1ccccc1	2	0.3	-2	-1	·	5	-2
59	CS(=O)(=O)Nc1ccc2c(c1)[C@@H]1C[C@@H](CC(=O)NCc3cccc(F)c3)O[C@H](CO)[C@@H]1O2	3	-1.2	-5	-4	-8[16.7 µM]	1	-1
60	O=S(=O)(c1cccs1)N1CCN(Cc2cccc(F)c2)CC1	3	2.1	1	5	2	0	-14

Two entries from above, field by field:
[57] N=C1/C(=C/c2ccco2)C(=O)N=C2SC(CC(=O)N3CCCC3)=NN12
  Casp6 inh: 51*
  CFTR F508del cor: -0.5
  SIRT5 inh: 20*
  DENV2 CPE rescue: 6
  miR-122 sensor: -2
  ERAP1 HTS inh: 0
  ERp5 block: 5

[51] CS(=O)(=O)N1N=C(c2ccc3nccnc3c2)CC1c1ccccc1 (configuration not stated)
  Casp6 inh: 0
  CFTR F508del cor: -4.2
  SIRT5 inh: -12
  DENV2 CPE rescue: 9
  miR-122 sensor: 9
  ERAP1 HTS inh: -3
  ERp5 block: 3

(continued)
entry	SMILES	Casp6 inh	CFTR F508del cor	SIRT5 inh	DENV2 CPE rescue	miR-122 sensor	ERAP1 HTS inh	ERp5 block
61	CCOC(=O)CSc1nc(C)nc2c1sc1nc(C)c(C(C)=O)c(-c3ccc(OC)cc3)c12	1	0.2	-1	-4	·	0	1
62	O=C1CCCn2cc(nn2)COC[C@H](c2ccccc2)N1	-3	·	1	5	·	1	-1
63	O=[N+]([O-])c1ccccc1/C=C/C=N/Nc1ccc(S(=O)(=O)Nc2ccc(Cl)cc2)cc1[N+](=O)[O-]	-5	4.1	1	6	25	3	-1
64	CCCCC1S/C(=N/N=C/c2ccco2)NC1=O (configuration not stated)	3	·	0	1	·	-1	1
65	O=C(Nc1c(Cl)cc(Cl)cc1C(=O)NCCN1CCOCC1)c1cccc([N+](=O)[O-])c1	1	2.1	-3	5	·	0	-6
66	Cc1ccc(S(=O)(=O)N2[C@@H](c3ccccc3F)C(C(=O)O)=CC[C@H]2c2ccc(C(C)C)cc2)cc1	·	1.1	·	-6	·	1	-5
67	C[C@H]1CN([C@@H](C)CO)S(=O)(=O)c2ccc(C#Cc3ccncc3)cc2O[C@@H]1CN(C)C(=O)c1ccncc1	2	-1.5	-2	4	12[16.7 µM]	5	6
68	N#Cc1ccccc1OCC(=O)Nc1ccccc1C(=O)NC1CC1	13	2.2	7	?	·	-2	-4
69	CO[C@@H]1CN(C)C(=O)c2ccc(NC(=O)CC(F)(F)F)cc2OC[C@H](C)N(C(=O)C2CC2)C[C@H]1C	6	-1.4	5	3	·	2	-3
70	O=S(=O)(c1cccc2nsnc12)N1CCN(C/C=C\c2ccccc2)CC1	7	-0.2	-20	·	3	2	-5
71	CC(C)(C)c1cc(C(=O)N/N=C/c2ccc(F)cc2)n(-c2ccccc2)n1	3	0.6	3	-2	3	5	-2
72	O=C(O)c1ccc(S(=O)(=O)c2ccc3c(c2)C(=O)N(c2ccc(Br)cc2)C3=O)cc1	4	-1.1	1	10	·	-2	0
73	COc1ccc(S(=O)(=O)Nc2ccc3c(c2)C(=O)N([C@@H](C)CO)C[C@H](C)[C@@H](CN(C)C(=O)Nc2cccc4ccccc24)OCCCC[C@@H](C)O3)cc1	-1	-3.9	3	26*	·	-2	-6
